# Assay outcomes as filed in PubChem.
# HEK293 tox – Cytotoxic Profiling in HEK 293 Cell Line of Diverse Libraries Using Quantitative High-Throughput Screening; HEK 293 viability, ATP luminescence (CellTiter-Glo), 48-72 h; hit rate 6.6% among 94,000; Potency, µM (series often up to 115 µM), for inactives: top-dose activity change, negative = cytotoxicity, usual class: inhibitors; note: potency is the fitted concentration of half-maximal effect; nearly all actives have a fitted effect of over 60% in size
#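 ATP-coupled CellTiter-Glo luminescence served as viability read-out, recorded 10 min after reagent addition at room temperature. HEK 293 cells, 250 cells/well, had been incubated with pintool-transferred compound for 48 or 72 hr at 37 degree Celsius.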
# HEK293 viab – GF-AFC viability counterscreen for inhibitors of alpha-synuclein gene (SNCA) expression | HEK-293-SNCA-luc viability, GF-AFC fluorescence, 24 h | Potency, µM (highest dose often 57.1 µM), for the others: at the top dose activity change, negative = cytotoxicity, actives largely listed as cytotoxic | hit rate 0.12% among 150,000 | AID 1671193, 2021;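 note: potency is the fitted concentration of half-maximal effect; 0% = DMSO-treated cells and -100% = medium-only wells without cells; nearly all actives have a fitted effect of over 30% in size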
#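 Cytotoxicity counterscreen: after 24 h compound treatment of genome-edited SNCA-luciferase HEK-293 cells, live-cell protease substrate GF-AFC read by fluorescence after 30 min; activity scaled between DMSO (0%) and medium-only (-100%), curves Hill-fitted.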
# SNCA expr inh – Primary qHTS assay for inhibitors of alpha-synuclein gene (SNCA) expression; HEK-293 SNCA-luciferase knock-in, luminescence, 24 h; Potency, µM (top dose mostly 57.2 µM), without a hit: at the top dose activity change, negative = inhibition, hits mostly inhibitors; hit rate 0.17% among 140,000;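 note: potency is the fitted concentration of half-maximal effect; plate controls were DMSO cells for no effect and cell-free wells for full effect; nearly all actives have a fitted effect of over 45% in size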
# IP6K1 inhibitor – Primary qHTS assay for small molecule inhibitors of Inositol hexaphosphate kinase 1 (IP6K1); IP6K1 kinase, ADP-Glo luminescence, 2 h; active compounds read low; activity change, % (series mostly up to about 58 µM); hit rate 0.81% among 140,000; AID 1645851, 2021; in the data active = activity change below about -25%
# Target sequence (Q92551 whole entry, looked up): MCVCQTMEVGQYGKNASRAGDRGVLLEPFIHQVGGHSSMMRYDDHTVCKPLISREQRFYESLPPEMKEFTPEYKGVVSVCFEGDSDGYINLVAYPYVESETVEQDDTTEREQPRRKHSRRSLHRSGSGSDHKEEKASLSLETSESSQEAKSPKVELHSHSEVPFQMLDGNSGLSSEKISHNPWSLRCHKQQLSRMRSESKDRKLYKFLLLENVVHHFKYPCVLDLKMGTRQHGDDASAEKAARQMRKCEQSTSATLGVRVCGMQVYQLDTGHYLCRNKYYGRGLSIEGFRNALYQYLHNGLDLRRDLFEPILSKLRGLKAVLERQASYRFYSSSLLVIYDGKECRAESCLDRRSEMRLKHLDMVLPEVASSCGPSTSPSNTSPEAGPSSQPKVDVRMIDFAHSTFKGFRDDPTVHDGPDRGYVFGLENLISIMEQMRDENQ
#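 ADP-Glo luminescence measures ADP made by human IP6K1 during a 2 h RT reaction with ATP/IP6 (mix at 1.3 mM/130 uM); top library doses 57.5 and 19.1 uM final.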
# NIH3T3 tox – Cytotoxic Profiling in NIH 3T3 Cell Line of Diverse Libraries Using Quantitative High-Throughput Screening; NIH 3T3 viability, CellTiter-Glo ATP luminescence, 48-72 h; Potency, µM (top dose mostly 96.7 µM), inactives show at the highest dose activity change, negative = cytotoxicity, actives largely listed as inhibitors; hit rate 4.3% among 94,000; AID 1345082, 2018; note: potency is the fitted concentration of half-maximal effect; nearly all actives have a fitted effect of over 55% in size
#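 Luminescent ATP readout (CellTiter-Glo, 10 min RT) after 48 or 72 hr compound exposure of NIH 3T3 cells seeded at 400 cells/well in 1536-well format; quantitative HTS.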
# FLuc inh – Firefly luciferase inhibition profiling of diverse chemical library using quantitative high-throughput screening. Luciferin 4-monooxygenase (Photinus pyralis), P08659. purified P. pyralis luciferase, luminescence, biochemical. Potency, µM (highest dose often 115 µM), without a hit: at the top dose activity change, negative = inhibition, usual class: inhibitors. hit rate 2.5% among 76,000. AID 1347043, 2019; note: potency is the fitted concentration of half-maximal effect; nearly all actives have a fitted effect of over 65% in size
# Target sequence (P08659 whole entry, looked up): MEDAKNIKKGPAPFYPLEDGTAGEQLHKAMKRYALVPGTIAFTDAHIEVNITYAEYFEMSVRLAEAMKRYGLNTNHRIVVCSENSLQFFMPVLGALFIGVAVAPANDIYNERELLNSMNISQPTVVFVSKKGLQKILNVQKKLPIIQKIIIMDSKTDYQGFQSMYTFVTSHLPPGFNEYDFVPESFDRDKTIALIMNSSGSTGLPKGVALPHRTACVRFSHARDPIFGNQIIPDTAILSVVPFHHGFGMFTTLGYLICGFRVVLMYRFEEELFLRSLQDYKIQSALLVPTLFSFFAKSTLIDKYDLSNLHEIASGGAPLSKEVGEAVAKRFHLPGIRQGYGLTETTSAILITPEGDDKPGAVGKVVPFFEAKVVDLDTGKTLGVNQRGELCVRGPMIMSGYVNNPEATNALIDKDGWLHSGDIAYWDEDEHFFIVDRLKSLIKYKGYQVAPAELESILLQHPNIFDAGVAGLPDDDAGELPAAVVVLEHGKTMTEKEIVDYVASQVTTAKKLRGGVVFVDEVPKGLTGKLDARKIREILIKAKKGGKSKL
#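 Luminescence read by CCD imager after adding enzyme (10nM final) to wells holding compound, titrated in qHTS. Substrates 10uM each D-luciferin and ATP; buffer 50mM Tris acetate pH 7.5, 10mM Mg acetate, Tween-20, BSA.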
# GPT2 inh – Primary qHTS assay for inhibitors of Glutamate pyruvate transaminase 2 (GPT2); Potency, µM (top dose mostly 57.7 µM), inactives show top-dose activity change, negative = inhibition, usual class: inhibitors; Recombinant GPT2, coupled pyruvate oxidase/HRP Amplex Red fluorescence; hit rate 0.25% among 100,000; Alanine aminotransferase 2 (Homo sapiens), Q8TD30; AID 1671188, 2021; note: potency is the fitted concentration of half-maximal effect; nearly all actives have a fitted effect of over 60% in size; many of its hits are not listed in these tables
#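 Recombinant GPT2 (10ng/uL) with 250uM a-KG and 2mM L-alanine, 30 min at room temperature, in HEPES pH 7.5 buffer. Pyruvate detected by pyruvate oxidase/HRP/Amplex Red fluorescence after 30 min in the dark; AOA (50uM) as positive control.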
# * = called active by the depositor; i = inactive; ? = inconclusive; / = not tested or not shown; & = joins results of further samples; [ ] = another dose, or the depositor's remark. Unless noted, calls come from the whole dose curve; as a rule, active = well fitted curve in the direction sought with a large enough effect; inconclusive = small, poorly fitted or top-dose-only effect, or another doubt; inactive = no such curve, though single readings can be large; an effect the other way counts as inactive or inconclusive. Unless noted, % is set by controls: 0 for no effect and ±100 for the full control effect. The list is partial (hit frequency here may not be typical).
# Results follow in this order: IP6K1 inhibitor, SNCA expr inh, GPT2 inh, NIH3T3 tox, HEK293 viab, FLuc inh, HEK293 tox
CC1OC(OC2C(C)OC(OC3C(OC(=O)C45CCC(C)(C)CC4C4=CCC6C7(C)CCC(OC8OC(C(=O)O)C(O)C(O)C8OC8OC(CO)C(O)C(OC9OC(C)C(O)C(O)C9O)C8O)C(C)(CO)C7CCC6(C)C4(C)CC5)OC(CO)C(O)C3O)C(O)C2O)C(O)C(O)C1O (stereo unspecified)
    -5, /, i[11.5 µM], /, 2%[12.5 µM], /, /
O=C(CCC1N=C2c3ccccc3N=C(SCC(=O)Nc3ccccc3F)N2C1=O)NCc1ccccc1 (stereo unspecified)
    2, 54%[activator], /, /, -18%, /, /
Cn1nccc1C(=O)N1CCOc2ccc(CN3CCc4ccccc4C3)cc2C1
    -3, 22%, i, -13%, 2%, 1%, ?
COC1CCOC2(CCN(C(=O)Cc3c(C)noc3C)CC2)C1 (stereo unspecified)
    10, 13%, i, 5%, 15%[12.5 µM], -9%, 8%
COc1ccc(CNC(=O)c2ccc3c(c2)N(C)C2CCCN2C3=O)c(OC)c1 (stereo unspecified)
    2, ?, i, -29%, -1%[12.5 µM], -12%, ?
O=C(NC1CCCC1)c1ccc(OC2CCN(CCCC(F)(F)F)CC2)c(Cl)c1
    0, 8%, i, ?, -13%, 4%, 32µM*
COc1ccc(-c2noc(CC3CCN(C(=O)Cc4ccccc4)CC3)n2)cc1
    4, -26%, i, ?, -12%, 4%, ?
COc1cc(OC)cc(-c2cc3nc(C)c(CCC(=O)Nc4ccc(C(C)=O)cc4)c(C)n3n2)c1
    16, ?, /, /, 9%, /, /
Fc1ccc2c(CCNCc3cccc(OCC(F)(F)C(F)F)c3)c[nH]c2c1
    -14, /, i, /, -5%, /, /
CCc1nc2c(c(-c3ccc(Cl)cc3)n1)CN(C(=O)CCl)CC2
    12, ?, i, 22µM*, ?, -2%, ?
Cc1cnn(CCC(=O)N[C@@H]2CN(Cc3ccccc3)C[C@H]2CN(C)C)c1
    5, 3%, i, 2%, 6%, 0%, i
COc1ccc(CNC(=O)c2cnn(-c3ccc(C)cc3)c2-n2cccc2)cc1OC
    -4, ?, /, /, -5%, /, /
O=C(c1cccs1)C1CCCN(C(=O)c2ccc3nccn3c2)C1 (stereo unspecified)
    -4, 2%, -4%, -16%, -12%, 0%, -28%
Cc1ccc(C(=O)N2CCC3(Cc4ccccc4NC3=O)C2)cc1 (stereo unspecified)
    6, 15%[87.6 µM], -10%[88.5 µM], -18%[138 µM], -21%[87.6 µM], -2%[172 µM], ?
Nc1cccc(S(=O)(=O)N2CCCN(S(=O)(=O)c3ccc4c(c3)OCCO4)CC2)c1
    /, 12%, -4%, /, -18%, /, /
COc1cccc(CNC(=O)[C@@H]2CCCN2C(=O)c2cccc(-c3ccccc3OC)c2)c1
    -11, -7%, i, ?, -3%[12.5 µM], /, ?
COc1ccc(Nc2ccnc(N3CCC(NC(=O)c4cccc(OC)c4)CC3)n2)cc1
    -1, -7%, i, ?, -2%, /, 35µM*
CC(C)n1cnnc1CC1CCN(C(=O)Nc2ccc3c(c2)OCCO3)CC1
    4, 53%[activator], i, 3%, -12%, 7.9µM*, i
Cc1cccc(C(=O)NCc2nnc3cc(-c4nc(C)no4)ccn23)c1
    8, -13%, 4%, -4%, 13%, -3%, -6%
O=C1N(c2ccccc2)c2ccccc2C12CCN(Cc1cccc3ccccc13)C2 (stereo unspecified)
    -4, -10%, i, ?, 1%, /, ?
O=C(NCCc1ccccc1F)c1nc2sccn2c1-c1cccnc1
    5, 18%, -7%, ?, -3%, /, ?
COc1ccc(Br)cc1S(=O)(=O)Nc1cc(-c2cn3ccccc3n2)ccc1C
    -4, -7%, /, /, -4%, /, /
O=C(Cc1ccc(-c2ccccc2)cc1)NC1CCC1
    -6, /, -15%, /, 7%, /, /
Cc1noc(C)c1[S+](=O)([O-])N1CCC2OCCN(Cc3ccccc3)C(=O)C2C1 (stereo unspecified)
    23, 10%[87.6 µM], ?, -20%[138 µM], 6%[87.6 µM], -3%[172 µM], ?
CCCCn1cc(S(=O)(=O)c2ccc(C)c(C)c2)c(=O)c2cc(F)c(N3CCCC(C)C3)cc21 (stereo unspecified)
    3, 36%[activator], /, /, 3%, /, /
Cc1ccc(-n2c(C3CCN(C(=O)c4n[nH]c5c4CCCC5)CC3)n[nH]c2=O)cc1
    -2, -10%, -8%, ?, -2%, -14%, 15%
O=C(CCCn1c(=O)c2cccn2c2ccc(F)cc21)NCCc1ccccc1
    -10, 36%[activator], /, /, 11%, /, /
OCC1CN(Cc2cc(Br)ccc2F)CC12CCNCC2 (stereo unspecified)
    18, 19%, -7%, ?, -6%[12.5 µM], -5%, ?
CN1Cc2cc(C(=O)N3CCC(C4CCNCC4)CC3)ccc2N[C@@H](CC(=O)O)C1=O
    10, 4%[25.6 µM], ?, /, 10%[23.9 µM], /, /
Fc1ccc(-c2noc(-c3nc(-c4ccncc4)no3)n2)cc1F
    10, 61%[activator], i, 2%, 8%, 0%, -8%
Cc1nn(-c2ccccc2)c2c1cc1c(=O)[nH]c(=O)nc-1n2-c1cccc(Cl)c1
    -2, -17%, /, /, 6%, /, /
Cc1cc(C)cc(C(=O)N2[C@@H]3CC[C@H]2CC(NC(=O)c2cnc(C)cn2)C3)c1 (stereo partly specified)
    13, -15%, 4%, -24%, -1%, 4%, ?
O=C(CSCC1CC1)N1CCC2(CCC(=O)N(CCCn3ccnc3)C2)CC1
    -18, -8%, -19%, -21%, -5%, -6%, -10%
O=C1CCN(C(=O)[C@@H](Cc2ccccc2)NC(=O)NCCc2ccccc2)CCOCCN1
    -3, 10%, i, -18%, -9%, -16%, -26%
O=C(O)C[C@@H]1CCN(C(=O)C2CC2)C[C@@H]1CCN1CCN(c2ccccn2)CC1
    13, 10%[87.6 µM], -14%[88.5 µM], 4%[138 µM], 19%[87.6 µM], 0%[172 µM], -5%[172 µM]
CCOc1ccc(Nc2c(S(=O)(=O)c3ccc(C)cc3)cnc3ccccc23)cc1
    -5, ?, /, /, -24%, /, /
Cc1c(C(=O)N2CCCC2)oc2c1-c1nn(CC(=O)NCCCOC(C)C)cc1CC2
    32, -9%, /, /, -3%, /, /
Cc1ccc(NC(=O)Cn2cccc2-c2nc(-c3ccc4c(c3)OCO4)no2)c(Cl)c1
    0, 60%[activator], i, i, 6%, -14%, -2%
CCCCN(CC)C(=O)c1c[nH]c2ccc(S(=O)(=O)Nc3cccc(OC)c3)cc2c1=O
    -5, ?, /, /, 4%, /, /
COc1cc(NC(=O)c2cc3c(=O)[nH]c(C)cn3n2)cc(OC)c1OC
    -6, 84%[activator], -15%, ?, 0%, ?, -29%
O=C(NC1C[C@H]2CC[C@@H](C1)N2C(=O)NCCc1ccccc1)c1ccc(F)cc1 (stereo partly specified)
    -1, 11%, 1%, -20%, 0%, /, ?
Cc1noc2c(NCc3cccnc3)cc(-c3cccc(C(F)(F)F)c3)nc12
    -13, -24%[87.6 µM], -16%[88.5 µM], 79µM*, -14%[87.6 µM], 5%[172 µM], 100µM*
COc1ccc(NC(=O)CSc2nnc(N)s2)cc1
    -2, 61%[activator], /, /, -11%, /, /
O=C(Nc1nc2ccccc2n1CCN1CCOCC1)c1cccc([N+](=O)[O-])c1
    /, 34%&-2%[activator], -15%, /, 1%&0%, /, /
CCc1ccc(NC(=O)CSc2nc3ncccc3[nH]2)cc1
    0, 96%[activator], /, /, 6%, /, /
CCOC(=O)c1c(NC(=O)CSc2nc(-c3ccccc3)cc(C(F)(F)F)n2)sc(C)c1C
    -4, -12%, /, /, ?, /, /
COCCCNC(=O)CSC1=Nc2ccccc2C2=NC(CCC(=O)NCc3ccccc3OC)C(=O)N12 (stereo unspecified)
    -15, 11%, /, /, 1%, /, /
CCOc1ccc(CN2CCc3nc(N4CCN(C)CC4)[nH]c(=O)c3CC2)cc1
    0, ?, i, 2%, -14%, 2%, 15%
Cc1noc(C)c1[S+](=O)([O-])N1CCc2nc(C3CC3)nc(-c3ccc(Cl)cc3)c2CC1
    2, 9%, -8%, 5%, -7%, 1%, 2%
Cc1cc(C)c2c(C(=O)N(C)Cc3nc(C)no3)cc(C)nc2c1
    44, -4%, -10%[11.5 µM], -20%, -3%, -4%, 0%
COc1ccc(-c2cccc(C(=O)NC(C)C)c2)nn1
    4, /, /, -21%[138 µM], /, /, -4%[172 µM]
O=C(CN1CCN(Cc2ccccc2Cl)C1=O)NCc1ccccc1Cl
    7, -13%, /, /, 8%, /, /
COc1cc2c(cc1CNC(=O)[C@H]1CCC[C@@H](O)C1)OCCO2
    22, 8%, ?, -7%, -2%, -3%, -28%
Cc1nc(CCNC(=O)Nc2cccc(F)c2C)no1
    10, 108%[activator], -2%, -9%, 5%, -28%, 10%
COCCNc1ncccc1-c1noc([C@@H]2CCCN2Cc2ccccc2OC)n1
    20, -3%[87.6 µM], -13%[88.5 µM], -29%[174 µM], -14%[87.6 µM], -5%[172 µM], ?
Cc1cc(C)c2c(=O)c3c(oc2c1)C(=O)N(CCCOC(C)C)C3c1ccccc1F (stereo unspecified)
    -3, -27%, /, /, -9%, /, /
COc1ccc(C2Cn3nnc(-c4noc(-c5cccs5)n4)c3CO2)cc1 (stereo unspecified)
    0, 10%, i, -8%, 6%, -1%, -2%
COc1ccc(-c2cc(N3CCCN(C(=O)c4ccc(C)s4)CC3)n[nH]2)cc1
    0, 9%, ?, ?, ?, ?, 40µM*
O=C(Nc1ccc(F)cc1)N[C@H]1[C@H](O)[C@@H](N2CCCC2)[C@@H]2OC[C@H]1O2
    6, 3%[87.6 µM], -1%[88.5 µM], -6%[138 µM], -4%[87.6 µM], 8%[172 µM], i
O=C(C1CCCN1[S+](=O)([O-])c1ccccc1)N1CCC(N2Cc3cccn3C2=O)CC1 (stereo unspecified)
    6, -17%, i, -29%, -10%, /, -7%
CC(C)c1ccc2oc(-c3ccc(Cl)c(NC(=O)c4cccs4)c3)nc2c1
    5, 12%, /, /, -3%, /, /
